Assay outcomes deposited in PubChem BioAssay by National Center for Advancing Translational Sciences (NCATS).
D2 agonist = HTS Assay for Allosteric Agonists of the Human D2 Dopamine Receptor: Primary Screen for Agonists; activation, % at 2 µM; 340,000 tested, 0.53% active; HEK293 T-REx D2 cells, calcium flux agonist mode;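 active = activation over 3 SD above normal in the single-dose calcium agonist read, cut at about 30% in these data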; also: 0% is about no effect
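Tetracycline-induced HEK293 Trex cells with D2 receptor force-coupled to calcium signaling, plated overnight at 30 C and loaded with no-wash calcium dye. Calcium flux read kinetically for 180 s after compound addition; responses flag agonists.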
D1 agonist = Allosteric Agonists of the Human D1 Dopamine Receptor: qHTS; AID 504660, 2011; activation, % at 2 µM; 360,000 tested, 1% active; D(1A) dopamine receptor (Homo sapiens), P21728; HEK293 T-REx D1 cells, calcium flux, agonist mode; in the data active = activation above about 30%; also: 0% is about no effect
Target sequence (P21728 whole entry, looked up): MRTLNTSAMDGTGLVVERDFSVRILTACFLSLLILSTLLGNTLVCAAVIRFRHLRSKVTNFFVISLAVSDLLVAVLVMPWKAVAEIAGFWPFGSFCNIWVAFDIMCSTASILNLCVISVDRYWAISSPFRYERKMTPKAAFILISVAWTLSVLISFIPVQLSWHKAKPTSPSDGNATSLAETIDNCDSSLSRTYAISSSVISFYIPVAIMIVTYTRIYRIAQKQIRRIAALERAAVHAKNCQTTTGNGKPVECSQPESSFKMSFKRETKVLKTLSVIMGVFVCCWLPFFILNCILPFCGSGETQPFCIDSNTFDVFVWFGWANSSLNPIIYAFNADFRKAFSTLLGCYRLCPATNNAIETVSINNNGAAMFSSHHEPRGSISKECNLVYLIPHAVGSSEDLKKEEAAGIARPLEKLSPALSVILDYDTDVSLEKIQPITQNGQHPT
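Inducible HEK293 T-REx D1 cells, force-coupled to calcium signalling, were plated at 4000 cells/well with tetracycline and held overnight at 30 C. After no-wash calcium dye loading, compound-evoked calcium rise over 180 s flagged agonists.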
TRHR PAM = qHTS for Small Molecule Agonists and Allosteric Enhancers of Human TRH Receptor: Primary Screen for Enhancers | AID 493056, 2011 | Thyrotropin-releasing hormone receptor (Homo sapiens), P34981 | TRHR cells, fluo-8 calcium fluorescence, EC20 TRH enhancement | enhancement, % at 2 µM | 360,000 tested, 0.66% active; in the data active = enhancement above about 30%; also: 0% is about no effect
Target sequence (P34981 whole entry, looked up): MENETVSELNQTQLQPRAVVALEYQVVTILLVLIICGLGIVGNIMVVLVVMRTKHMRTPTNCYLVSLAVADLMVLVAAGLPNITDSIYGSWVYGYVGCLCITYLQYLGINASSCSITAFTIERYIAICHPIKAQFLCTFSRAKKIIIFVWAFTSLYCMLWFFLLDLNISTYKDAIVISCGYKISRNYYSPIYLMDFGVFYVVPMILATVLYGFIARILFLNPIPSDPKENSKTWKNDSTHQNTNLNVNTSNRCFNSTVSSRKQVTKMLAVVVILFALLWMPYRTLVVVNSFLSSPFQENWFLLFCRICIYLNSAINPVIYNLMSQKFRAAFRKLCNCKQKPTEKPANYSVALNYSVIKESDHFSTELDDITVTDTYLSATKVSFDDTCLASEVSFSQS
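Enhancer read-out: after compound pinning and an initial kinetic agonist-mode read, an EC20 of TRH (10 nM final) was injected and fluo-8 calcium signal (Ex 480/Em 530) followed at 1 s/cycle for 100 cycles in TRHR-expressing cells.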
D2 PAM = HTS Assay for Positive Allosteric Modulators of the Human D2 Dopamine Receptor: Primary Screen for Potentiators; D(2) dopamine receptor (Homo sapiens), P14416; HEK293 T-REx D2, calcium flux, EC20 dopamine potentiation; potentiation, % at 10 µM; 340,000 tested, 0.34% active;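 active = potentiation over 3 SD above the plate norm, cut at about 30% in these data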; also: 0% is about no effect
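Potentiation of an EC20 dopamine calcium response measured kinetically over 180 s, after a preceding 180 s compound-only read flagging agonists. Cells: inducible Hek293 Trex D2 line, 4000/well, cultured overnight at 30 C before dye loading.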
D2 antag = HTS Assay for Allosteric Antagonists of the Human D2 Dopamine Receptor: Primary Screen for Antagonists | D(2) dopamine receptor (Homo sapiens), P14416 | HEK293 TREx D2 cells, calcium flux, dopamine EC80 | inhibition, % at 10 µM | 340,000 tested, 2% active | AID 485344, 2010; in the data active = inhibition above about 30%; also: 0% is about no effect
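Calcium mobilization kinetics were recorded at 1 s intervals in tetracycline-induced HEK293 T-REx D2 cells, first for 180 s after compound addition and then 180 s after EC80 dopamine.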
D1 antagonist = Antagonist of Human D 1 Dopamine Receptor: qHTS; D(1A) dopamine receptor (Homo sapiens), P21728; HEK293 TREx D1 cells, calcium flux, dopamine EC80; active compounds read low; activity change, negative = inhibition, % at 10 µM; 360,000 tested, 3.2% active; in the data active = activity change below about -30%; also: % is scaled to controls: 0 for no effect and ±100 for the full control effect
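HEK293 T-REx cells expressing inducible, force-coupled D1 receptor; no-wash Ca dye, 30–90 min RT. Cmpd → 180 s read at 1 Hz → EC80 DA → 180 s read.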
D1 PAM = Potentiators of Human D1 Dopamine Receptor: qHTS. potentiation, % at 10 µM. HEK293 TREx D1 cells, calcium flux, dopamine EC20 potentiation. AID 504651, 2011. 360,000 tested, 0.036% active; in the data active = potentiation above about 30%; also: 0% is about no effect
RXFP1 antag = qHTS Assay for Antagonists of the Relaxin Receptor RXFP1; Relaxin receptor 1 (Homo sapiens), Q9HBX9; HEK293-RXFP1, relaxin-stimulated cAMP HTRF, 30 min; active compounds read low; activity change, negative = inhibition, % at 57.5 µM; 350,000 tested, 0.59% active; AID 1259400, 2018;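 active = activity change of -60% or lower, but not beyond a set lower limit; inconclusive = change between -60% and -40%, or beyond the set limit; inactive = change above -40%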; also: % is scaled to controls: 0 for no effect and ±100 for the full control effect
RXFP1 ag = qHTS Assay for Agonists of the Relaxin Receptor RXFP1; Relaxin receptor 1 (Homo sapiens), Q9HBX9; HEK293T-RXFP1 cAMP TR-FRET, 30 min; response scale: percent of porcine relaxin response, buffer zero; Potency, µM (series often up to 57.5 µM), for the others: top-dose activation, usual class: activators; 370,000 tested, 0.3% active; AID 2676, 2010; active = well fitted activation curve with a large enough effect; inconclusive = small, poorly fitted or top-dose-only effect; also: potency is read from the fitted curve at half-maximal effect; % is scaled to controls: 0 for no effect and ±100 for the full control effect; nearly all actives have a fitted effect of over 60% in size; many of its hits are not listed in these tables
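Agonist response is measured as cAMP accumulation in an RXFP1-transfected HEK293T line under PDE4 inhibition. Values are scaled between buffer-only and 29 nM porcine relaxin, and EC50s come from standard Hill equation fits.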
Starred values were filed as active, the others as inactive; ? = inconclusive; . = not tested or not shown; & = joins results of further samples; ! = a repeat was not active. An excerpt; count on the stated rates, not on these rows.

SMILES	D2 agonist	D1 agonist	TRHR PAM	D2 PAM	D2 antag	D1 antagonist	D1 PAM	RXFP1 antag	RXFP1 ag
Nn1c(SCC(=O)Nc2ccc3c(c2)OCO3)nnc1-c1ccncc1	-1.2	0.0	-4.6	-4.9	-6.6	-11.0	-6.0	-2.6	1.5%
Cc1ccc(-c2cc(N)n(Cc3cccc(Cl)c3)n2)cc1	-0.1	-0.1	-1.0	-3.0	.	-6.9	-4.4	.	-2.1%
CN(C)c1c(F)cc(C(=O)NCc2ccccc2)cc1F	0.0	0.6	-2.9	-2.2	-22.2	-9.4	-2.5	3.8	3.1%
CCOC(=O)Cc1csc(NC(=O)CSc2nnnn2-c2ccc(C)c(C)c2)n1	0.2	11.6	3.8	9.5	-4.1	5.9	-7.9	-3.0	-0.1%
O=C1CCCN1c1ccc(S(=O)(=O)N2CCCCC2)cc1	0.4	3.2	-2.6	-6.5	6.7	3.9	-2.4	-8.4	3.1%
CC(=O)c1cccc(NC(=O)NC2CCCCC2)c1	-0.5	-0.8	2.5	-4.9	-4.4	4.1	-4.5	3.7	-0.2%
COc1ccc(Cc2nnc(NS(=O)(=O)c3ccc(NC(C)=O)cc3)s2)cc1	0.7	2.0	-3.2	11.9	0.0	9.9	-5.8	5.8	-0.1%
O=C1C=C(c2ccc3cc[nH]c3c2)C[C@@H](c2ccc3c(c2)OCO3)C1	-0.2	-0.3	0.9	1.4	-13.4	-5.1	-2.8	.	-3.5%
CCn1c(COc2ccc3c(c2)OCO3)nnc1SCC(=O)c1ccc(Cl)cc1	-0.2	2.0	3.8	-1.3	-15.6	1.0	-3.8	-0.6	1.7%
Cc1ccc(OC(C)C(=O)Nc2ccc3c(c2)n(C)c(=O)n3C)c(C)c1 (configuration not stated)	-2.2	6.2	-3.4	6.8	1.0	15.6	-6.2	5.7	1.2%
COc1ccc(CCNC(=O)CCn2c(=O)c3ccccc3n(CC(=O)Nc3ccc(C)cc3C)c2=O)cc1OC	-2.2	0.8	-1.6	1.4	.	-0.2	-0.8	.	5.6%
C/C=C(/C)C(=O)OC1Cc2c(ccc3ccc(=O)oc23)OC1(C)C (configuration not stated)	-2.1	0.7	-1.7	13.3	-19.9	-15.5	-3.6	.	-1.4%
COc1ccc(C(=O)Cc2ccccc2)cc1OC	1.6	-1.3	-3.3	8.0	2.9	0.3	1.6	-1.8	2.6%
Cc1ccc(-n2c(C)nc3c(cnn3-c3ccccc3C)c2=O)cc1F	-0.7	-0.2	0.3	1.0	.	-2.0	5.3	.	1.2%
CSc1ccc(CNC(=O)c2ccccc2NC(=O)c2nsc3ccccc23)cc1	0.9	2.2	-6.4	-6.8	.	-2.5	-2.0	-37.1	?
O=C1NCCC/C1=N/Nc1ccc(F)cc1	0.7	6.5	10.8	3.5	1.1	-4.6	-1.6	-3.9	0.5%
COc1cccc(NC(=O)C2C3C=CC4(O3)C2C(=O)N(CCN2CCCCC2)C4C(=O)NC2CCCCC2C)c1 (configuration not stated)	1.2	2.2	0.7	4.0	-0.3	-13.0	7.3	7.8	-0.3%
COc1ccc(NS(=O)(=O)c2cccc(C(=O)N3CCN(Cc4cc(OC)ccc4OC)CC3)c2)cc1	-0.6	3.5	-4.6	-3.8	22.0	-3.9	-7.8	-3.7	-0.6%
C=CCN1C(=O)c2ccc(C(=O)N3CCN(c4ccccc4OC)CC3)cc2C1=O	0.6	1.0	0.3	0.1	-6.8	3.4	4.7	-9.8	0.9%
Clc1ccc(CO/N=C2\CCCc3nonc32)c(Cl)c1	-1.4	1.1	-2.6	-6.1	-2.2	3.7	4.1	.	5.7%
Cc1ccc(-n2c(C)cc(/C=N\NC(=O)CC(=O)NC(C)C)c2C)cc1	.	1.7	1.7	.	.	1.3	0.5	30.3	2.0%
COc1ccc(NC(=O)CSc2nc(-c3ccco3)cc(C(F)(F)F)n2)cc1Cl	-0.2	7.6	-1.7	9.4	.	-19.3	-7.5	-13.5	1.0%
O=C(O)c1cc([N+](=O)[O-])c(NCCC2=CCCCC2)c([N+](=O)[O-])c1	-0.6	2.9	1.8	1.7	-2.0	1.1	0.8	-0.1	-1.1%
CCOc1c2ccc(C(=O)NCc3ccc(OC(F)(F)F)cc3)cc2nn1CC	-0.5	2.2	0.2	-1.6	-1.6	-2.2	1.8	.	-0.3%
COc1ccccc1C1C(C(N)=O)=C(C)Nc2ncnn21 (configuration not stated)	-0.1	3.6	-6.0	-13.7	-6.1	4.9	1.7	-9.9	2.6%

Later entries:
SMILES	D2 agonist	D1 agonist	TRHR PAM	D2 PAM	D2 antag	D1 antagonist	D1 PAM	RXFP1 antag	RXFP1 ag
CCCN1CCN(CCCNC(=O)c2cc3c(s2)-c2ccccc2OC3)CC1	-0.9&0.2	4.8&2.1	37.1*!	2.0&-19.6	17.4	-12.1&-15.1	-11.2&-5.3	-0.4	17.5%&11.3%
O=C1CSC(c2ccc([N+](=O)[O-])cc2)N1c1ccccc1F (configuration not stated)	0.5	6.9	0.9	8.1	-2.6	-15.5	-2.7	-1.1	1.8%
CCn1c(=O)c2sccc2n(Cc2cc(C(=O)OC)ccc2OC)c1=O	1.1	3.5	-1.8	2.4	0.0	22.0	0.5	5.1	-0.3%
CCCCNC(=O)CC1N=C2c3ccccc3N=C(SCC(=O)Nc3ccc(OC)cc3)N2C1=O (configuration not stated)	-1.8	-0.4	2.0	22.1	-6.2	-11.2	9.4	-2.7	2.8%
COC(=O)c1cc(C(=O)N2CCN(c3cccc(C)c3C)CC2)cc([N+](=O)[O-])c1	0.2	-1.7	-1.8	0.9	-6.8	-15.8	-5.6	-20.7	0.5%
CCCCN(C)C(=O)c1nc2ccccn2c1CN1CCN(c2ncccn2)CC1	21.2	0.1	-3.8	0.6	2.6	-0.2	8.8	0.3	8.8%
CC(C)OC(=O)c1c(NS(=O)(=O)c2ccccc2)sc2c1CCCC2	0.8	7.3	-0.5	3.0	25.9	-21.0	0.6	3.8	2.8%
CCCN1CNC(=S)N(CCc2ccccc2)C1	1.0	1.7	3.1	-2.8	-0.6	2.3	5.0	1.0	0.2%
COc1ccc(OC)c(S(=O)(=O)Nc2cc(OC)c(Cl)cc2OC)c1	0.6	0.5	3.2	13.7	-11.8	-16.3	-2.8	-0.2	1.1%
CC(C)Cn1c(N)c(C(=O)COC(=O)c2ccc(O)cc2)c(=O)n(C)c1=O	4.6	8.2	2.5	4.5	1.7	9.4	-1.4	-2.3	-0.6%
CCn1nc(NS(=O)(=O)c2ccccc2)c2cc3cc(C)ccc3nc21	-1.8	2.0	0.5	10.2	-3.5	31.0	1.1	-6.7	-2.7%
CCCOc1cccc(C(=O)Nc2cccnc2)c1	-0.3	2.0	3.0	-3.9	-9.9	-7.2	-4.3	-1.7	1.9%
CCOc1ccc(C(=O)c2oc3ccccc3c2NC(=O)c2cc(-c3ccc(Cl)cc3)on2)cc1	.	0.5	3.1	-8.9	.	-4.0	-0.8	.	?
O=S(=O)(Nc1cccnc1)c1cccs1	0.2	6.1	-0.8	9.2	9.5	-2.3	-1.9	8.0	-0.8%
CC(=O)Nc1nonc1-c1nc2ccccc2n1C	-0.6	3.8	-1.2	7.7	-3.1	-2.1	-0.8	2.1	11.7%
COc1cccc(CC(NC(C)=O)C(=O)NC2CCN(S(=O)(=O)c3ccc4ccccc4c3)CC2)c1 (configuration not stated)	0.3	1.4	-9.8	-8.1	-3.1	3.8	-2.3	6.5	-0.1%
CCOc1c(Br)cc(/C=C2/SC(=O)N(CC(=O)N3CCCC3)C2=O)cc1OC	0.9	1.4	16.3	-7.8	17.9	1.0	-0.1	-7.6	0.2%
Cc1ccc(NC(=O)CCC(=O)c2cc(C)sc2C)nc1	-0.7	5.0	-9.3	-0.5	2.9	2.3	0.7	-0.8	0.7%
CC(=O)Nc1ccc(NC(=O)c2cccc(Oc3ccccc3)c2)cc1	-1.0	2.3	2.0	-2.3	-12.8	1.0	-5.0	-8.8	2.1%
C=CCNCCCCOc1ccc(C)cc1[N+](=O)[O-]	-0.1	3.5	-2.0	-10.4	-4.8	27.5	-4.2	2.5	-2.5%
O=C(/C=C/C(=O)NCc1cccs1)NCc1cccs1	0.2	1.5	1.0	-4.4	-0.5	1.3	1.9	-10.9	0.0%
O=C(O)C1CCN(S(=O)(=O)c2cccc3cccnc23)CC1	20.0	7.7	-7.0	-5.8	4.4	5.6	.	1.4	-0.9%
CCOc1ccccc1NC(=O)c1cccc2ccccc12	-1.0	4.2	-12.0	4.9	-7.6	-5.1	-1.6	7.6	0.3%
CC1CCN(C(c2ccc(N(C)C)cc2)c2nnnn2C(C)(C)C)CC1 (configuration not stated)	.	0.3	-7.3	.	.	7.5	2.2	-6.5	-0.1%
O=C(Nc1nc2ccccc2s1)C1CC(=O)N(c2ccccc2)C1 (configuration not stated)	0.0	5.0	-5.9	-4.1	13.0	15.5	0.7	-3.4	0.3%
COc1ccc(C2CC(c3cccc(Cl)c3)n3nc(N)nc3N2)cc1 (configuration not stated)	1.0	-0.1	1.0	0.6	19.2	3.8	6.8	-10.1	0.3%
Cc1ccc(S(=O)(=O)N(C#N)c2nc(C)cc(C)n2)cc1	-0.9	5.1	-4.9	-13.1	10.1	5.0	7.2	-6.3	-0.7%
Cc1cccc(Nc2nc(-c3ccc(F)cc3)cs2)n1	0.5	3.5	2.3	14.7	12.0	11.7	7.7	-77.8*	0.1%

4 of these compounds in another layout.
structure,D2 agonist,D1 agonist,TRHR PAM,D2 PAM,D2 antag,D1 antagonist,D1 PAM,RXFP1 antag,RXFP1 ag
COc1ccc(OC)c(S(=O)(=O)Nc2cc(OC)c(Cl)cc2OC)c1,0.6,0.5,3.2,13.7,-11.8,-16.3,-2.8,-0.2,1.1%
CC(C)Cn1c(N)c(C(=O)COC(=O)c2ccc(O)cc2)c(=O)n(C)c1=O,4.6,8.2,2.5,4.5,1.7,9.4,-1.4,-2.3,-0.6%
CCn1nc(NS(=O)(=O)c2ccccc2)c2cc3cc(C)ccc3nc21,-1.8,2.0,0.5,10.2,-3.5,31.0,1.1,-6.7,-2.7%
CCCOc1cccc(C(=O)Nc2cccnc2)c1,-0.3,2.0,3.0,-3.9,-9.9,-7.2,-4.3,-1.7,1.9%
